Bioassay records deposited in PubChem BioAssay by Emory University Molecular Libraries Screening Center.
EP2 mod: modulators of human EP2 prostaglandin E2 receptor | P43116 | EP2-expressing cells, cAMP HTRF FRET, PGE2 co-stimulation | induction, % at 25 µM | 260,000 tested, 0.83% active;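 active = compounds whose cAMP rise, as percent of the full-agonist control response, exceeds 60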;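 also: rat C6 glioma line stably carrying human EP2 under a CMV promoter; the protocol text gives 20 µM as final concentration; 100% = response of wells given 1 µM PGE2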
Target sequence (P43116 whole entry, looked up): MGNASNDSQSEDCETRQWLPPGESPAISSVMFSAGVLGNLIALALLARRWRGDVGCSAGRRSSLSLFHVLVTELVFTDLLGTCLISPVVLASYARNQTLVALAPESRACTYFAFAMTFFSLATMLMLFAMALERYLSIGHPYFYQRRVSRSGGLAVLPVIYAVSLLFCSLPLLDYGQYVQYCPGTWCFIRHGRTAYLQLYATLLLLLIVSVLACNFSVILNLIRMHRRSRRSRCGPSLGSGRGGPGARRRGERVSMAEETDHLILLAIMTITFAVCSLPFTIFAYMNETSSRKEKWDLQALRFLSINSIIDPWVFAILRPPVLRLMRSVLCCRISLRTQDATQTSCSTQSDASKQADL
PGE2 EP2 inh: blocks the human prostaglandin E2 receptor EP2; P43116; C6 glioma cells expressing human EP2, cAMP TR-FRET; cells stimulated with saturating PGE2; inhibition, % at 25 µM; 260,000 tested, 0.52% active; AID 1422;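 active = percent inhibition above 40 after rounding to a whole number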;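 also: rat C6 glioma host cells with rolipram phosphodiesterase inhibitor present; the protocol text gives 20 µM as final concentration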
Active calls of the source: *.

SMILES	EP2 mod	PGE2 EP2 inh
C=CCn1c(SCC(=O)Nc2ccc(C)cc2C)nnc1-c1ccncc1	-21	11
COc1ccc(N2CCN(C(=O)CN(c3ccc(OC)cc3OC)S(C)(=O)=O)CC2)cc1	-33	9
CC(=O)C1=C(O)C(=O)N(CC#N)C1c1ccccc1 (centres undefined)	1	10
CCc1ccc(C(C(=O)NC2CCCCC2)N(C(=O)c2csnn2)C2CCCC2)cc1 (centres undefined)	41	13
COc1cc(N)c(Cl)cc1C(=O)NC1CCN(Cc2ccccc2)CC1	1	9
CCc1ccccc1NC(=S)N(CCO)Cc1cc2c(C)cc(C)cc2[nH]c1=O	-5	23
COc1cc(C)c(CN(CCCn2ccnc2)Cc2ccccc2F)cc1C	28	10
COc1ccc2cc(-c3nc4cccc(C)n4c3NC(C)(C)C)c(=O)[nH]c2c1	11	17
CNCC(O)c1ccc(O)c(O)c1 (centres undefined)	68*	9
CCC(c1nnnn1CCOC)N(Cc1cccs1)Cc1cc2cc3c(cc2[nH]c1=O)OCCO3 (centres undefined)	-9	6
COc1ccc(NC(=O)N(CCCN(C)C)Cc2cc3ccc(C)c(C)c3[nH]c2=O)cc1	-12	4
CCOC(=O)C(C)n1ncc2cccn2c1=O (centres undefined)	0	4
Cc1ccc(NC(=S)N(CCCO)Cc2cc3c(C)ccc(C)c3[nH]c2=O)c(C)c1	-5	13
O=C(O)Cc1c[nH]c2ccc(F)cc12	13	12
Cc1cc(C)c2cc(C(c3nnnn3C3CCCCC3)N3CCc4ccccc43)c(=O)[nH]c2c1 (centres undefined)	22	11
Cc1cc(OC(C)C)ccc1/C(O)=C1/C(=O)C(=O)N(CCCN(C)C)C1c1ccncc1 (centres undefined)	-13	11
CCN1CCN(C(c2cc3cc(C)ccc3[nH]c2=O)c2nnnn2Cc2ccc(F)cc2)CC1 (centres undefined)	-3	6
N#Cc1c(NC(=S)NC(=O)c2cccs2)sc2c1CCCCC2	-89	12
COc1ccc(NC(=O)c2sc3nc4cc(OC)c(OC)cc4cc3c2N)cc1OC	20	20
Cc1nc(NCCNC(=O)Nc2ccccc2)c2c3c(sc2n1)CCCC3	-73	13
Cc1ccc2nc(SCC(=O)Nc3ccc(N4CCOCC4)cc3)c(C#N)cc2c1	-1	12
Cc1ccc2[nH]c(=O)c(CN(CCO)S(=O)(=O)c3c(C)ccc4nsnc34)cc2c1	12	15
CCc1ccccc1NC(=O)N1CCC(c2nc3ccccc3[nH]2)CC1	-8	26
CC(=O)Nc1c(C#N)cnn1-c1ccccc1	-34	10
Cn1c(=O)[nH]c(=O)c2c1nc1n2CCN1c1ccccc1	-28	11
Cc1ccc2cc(CN(CCN3CCOCC3)C(=O)Nc3ccc(F)cc3)c(=O)[nH]c2c1	-13	11
Cc1cc(C)c2c(SCc3ccc(Cl)cc3Cl)nc(N)nc2n1	-1	47*
COc1cccc(-n2c(Cc3csc(Nc4ccccc4)n3)nnc2SCC(N)=O)c1	-25	8
COc1ccc2cc(CN(Cc3ccco3)C(=S)NC3CCCCC3)c(=O)[nH]c2c1	-3	19
NCCCC(N)CC(=O)NCC1NC(=O)C(CO)NC(=O)C(N)CNC(=O)C(C2CCN=C(N)N2)NC(=O)/C(=C\NC(N)=O)NC1=O (centres undefined)	25	11
CC(=O)Nc1ccc(NC(=O)c2ncoc2-c2ccc(F)cc2)cc1C	-41	4
COc1ccc(N2CCN(CC(=O)Nc3ccc(Cl)cc3)CC2)cc1	-88	9
OC1(c2ccccc2)CCN(Cc2ccccc2-n2cccn2)C1 (centres undefined)	-41	8
O=c1[nH]c2cc3c(cc2cc1CN(Cc1nnnn1CCc1ccccc1)C1CCCC1)OCO3	-13	12
O=C(Cn1nc(-c2cccc3ncccc23)oc1=O)N1CCCCC1	-9	9
CCOc1ccc2nc(NC(=O)CN3CCC(C(=O)c4ccc(F)cc4)CC3)sc2c1	-74	7
Cc1cc(C)c(-n2cccn2)c(CN(Cc2ccc3c(c2)OCO3)CC(C)O)c1 (centres undefined)	8	7
CCC(=O)N1CCN(c2ccc(NC(=O)c3ccc4ccccc4c3)cc2)CC1	10	20
O=C(O)C(Sc1ccc(Cl)cc1)Sc1ccc(Cl)cc1	36	8
COc1ccc(C(=O)Nc2nc3ccc(NC(C)=O)cc3s2)cc1Cl	-3	13
CC(=O)c1cccc(NC(=O)CSc2nnc3c4c5c(sc4nc(C(C)C)n23)CCCC5)c1	-55	8
COc1ccc(S(=O)(=O)N(Cc2cc3cc(C)c(C)cc3[nH]c2=O)CC2COCCO2)cc1 (centres undefined)	-18	7
CCCN1C2CCCC1CC(NC(=O)c1ccccc1Br)C2 (centres undefined)	-42	4
O=C1c2ccccc2[C@@H]([C@H]2c3ccccc3C(=O)c3cc(Br)ccc32)c2ccc(Br)cc21	4	54*
Cc1cc(C)c(-n2cccn2)c(CN(CCCN(C)C)Cc2ccccn2)c1	7	4
CCN(CC)S(=O)(=O)c1ccc(-c2nnc(SCC(=O)N3CCCCC3)o2)cc1	-1	10
Oc1ccc(-c2csc(-c3ccccc3)n2)c(O)c1	-142	48*
C#CCn1nc(C)n2c(cc3oc(C)cc32)c1=O	-7	5
CC1CCN(C(=O)CSc2nc3ccccc3n2CC(=O)N2CCC(C)CC2)CC1	6	6
Cc1cccc(-n2c(SCC(=O)N3CCCCC3)nnc2-c2cccnc2)c1C	-15	13
COC1(C2=NCCN2)COc2ccccc2O1 (centres undefined)	12	13
COc1ccc(C2(C(=O)NC(C)c3nc(-c4ccncc4)n[nH]3)CC2)cc1 (centres undefined)	-16	5
CC(C)CCCC(C)C1CCC2C3CC(=O)[C@H]4C[C@@H](O)CC[C@]4(C)C3CC[C@]12C (some centres undefined)	11	18
CC(C(=O)N1CCC[C@H](Cn2nc(-c3cccs3)ccc2=O)C1)c1ccccc1 (some centres undefined)	-44	7
Cn1c(=O)[nH]c(=O)c2c1nc(N(CCO)CCO)n2Cc1ccccc1	-9	9
CC1=c2c(oc3cc(O)c(Nc4c(C)cc(O)cc4O)c(C)c23)=CC(=O)C1=Nc1c(C)cc(O)cc1O	-7	53*
COC(=O)c1sc(NC(=O)c2ccc(F)cc2)c(C(=O)OC)c1C	7	8
COc1cccc(CN2CCC(C(=O)NC(C)(C)C)CC2)c1O	-12	16
CS(=O)(=O)N1CCSC1c1ccco1 (centres undefined)	22	8
CC(O)CN(Cc1ccc2c(c1)OCO2)Cc1cncn1Cc1ccccc1 (centres undefined)	-2	6
Next part:
SMILES	EP2 mod	PGE2 EP2 inh
CCCn1c(=O)c(C(=O)NCCCc2ccccc2)c(O)c2ccccc21	49	3
CCOc1nc(-c2ccc(C)cc2)ccc1-c1noc(C)n1	35	14
COc1ccc(NC(=O)N(CCc2ccccc2)Cc2cc3cc(OC)ccc3[nH]c2=O)cc1	-34	26
CC(C)[C@H](Cn1nc(-c2cccs2)ccc1=O)NC(=O)Cc1n[nH]c(=O)c2ccccc12	9	5
Cc1ccc2cc(CN(CCN(C)C)C(=S)NCc3ccco3)c(=O)[nH]c2c1	-45	3
CCc1nc2cc(NC(=O)COc3ccc4nsnc4c3)ccc2n1C	-44	6
CCC(=O)c1cn(CC(=O)Nc2ccc(C)cc2C)c2ccccc12	-77	9
CCOc1ccccc1NC(=O)C1CC(=O)N(c2ccc(C)c(C)c2)C1 (centres undefined)	8	9
CC(=O)c1cccc(NC(=O)CSc2nnc(-c3ccoc3C)n2Cc2ccco2)c1	1	10
CCOC(=O)Cc1[nH]nc2c1C(c1c[nH]c3ccccc13)C(C#N)=C(N)O2 (centres undefined)	-94	5
COc1ccc(S(=O)(=O)N(CC(=O)N2CCCCC2)c2ccccc2)cc1OC	-13	14
CCCC(c1nnnn1Cc1ccco1)N(Cc1cccs1)Cc1cc2cc(C)ccc2[nH]c1=O (centres undefined)	30	9
CC1Cc2cc(CNCc3ccc(OCCO)cc3)ccc2O1 (centres undefined)	-126	8
Cc1c(Cl)cccc1NC(=O)COC(=O)c1ccccn1	-16	8
CC1CCCN(CC(=O)Nc2ccc(S(=O)(=O)N3CCCC3)cc2)C1 (centres undefined)	-22	8
Cc1ccc2c(c1)cc(CN(Cc1cccs1)C(=O)N(C)C)c1nnnn12	-5	17
O=C(O)c1ccc(S(=O)(=O)Nc2cc3sc(=O)oc3c3ccccc23)cc1	13	6
Cc1ccc2cc(C)c3nnc(SCC(=O)Nc4ccccc4F)n3c2c1	2	18
CC(=O)Nc1ccc2nc(NC(=O)c3ccc(C)cc3Cl)sc2c1	-125	12
Cc1cc(C)c2nc(SCC(=O)NC3CCCCC3)c(C#N)cc2c1	-1	7
C=C1C(=O)OC2CC3(C)CCCC(C)C3=CC12 (centres undefined)	-27	18
COC(=O)c1c(CN2CCN(C)CC2)n(C)c2cc(Br)c(OC)cc12	-45	7
COc1ccc(C(=O)Nc2ccc(S(=O)(=O)NCC3CCCO3)cc2)cc1OC (centres undefined)	1	11
O=C(CNC(=O)c1cccs1)OCC(=O)c1ccc(Cl)c(Cl)c1	-1	13

3 entries out of the list above, ordered by their value in EP2 mod, descending:
Molecule	EP2 mod
Cc1ccc2cc(C)c3nnc(SCC(=O)Nc4ccccc4F)n3c2c1	2
Cc1cc(C)c2nc(SCC(=O)NC3CCCCC3)c(C#N)cc2c1	-1
C=C1C(=O)OC2CC3(C)CCCC(C)C3=CC12 (centres undefined)	-27

The list continues.
SMILES	EP2 mod	PGE2 EP2 inh
COc1ccc(C2C3=C(CCCC3=O)NC3=C2C(=O)CCC3)cc1C(=O)O	5	13
Cc1ccc(C(=O)Nc2ncc(Cc3cccc(C(F)(F)F)c3)s2)o1	8	12
O=C(NCc1ccco1)C(c1ccncc1)N(C(=O)Cn1nnc2ccccc21)c1ccc(F)cc1 (centres undefined)	-25	10
Cc1ccc(Cn2c(=N)c(C(=O)NCC3CCCO3)cc3c(=O)n4ccccc4nc32)cc1 (centres undefined)	-46	8
CC1CCN(C(=O)c2cc3n(n2)C(C(F)(F)F)CC(c2ccco2)N3)C2CCCCC12 (centres undefined)	34	15
S=C1N[C@H](c2ccccc2)N[C@H](c2ccccc2)S1	16	10
Cc1cccc(N=c2oc3cc(O)ccc3cc2C(=O)NCC2CCCO2)c1 (centres undefined)	-60	9
CCn1cc(C(=O)N[C@@H](C)Cn2nnc3ccccc32)c(C)n1	-22	3
CC(=O)N1CCCc2cc(C(O)CN3CCN(c4ccccn4)CC3)ccc21 (centres undefined)	-7	11
C[N+](C)(C)CCCSc1nc2ccccc2[nH]1	21	42*
Cc1nnc(NC(=O)CSc2nc(-c3ccc(Cl)cc3)cs2)s1	-36	17
CC(C)n1c(SCC(=O)Nc2nccs2)nc2c1c(=O)n(C)c(=O)n2C	-29	11
COC(=O)C[C@@H]1C2(C)C(=O)[C@@H](CC3C2CC[C@]2(C)C3CC(=O)O[C@H]2c2ccoc2)[C@H](OC(C)=O)C1(C)C (some centres undefined)	26	10
Cc1ccc(CN(CCCn2ccnc2)Cc2ccc(N(C)C)cc2)s1	-22	12
CCCn1ncc(C(=O)N2CCC3(CC2)NC(=O)c2ccccc2O3)c1C	-27	8
C#CCn1cc(C(c2c(C)[nH][nH]c2=O)c2c(C)[nH][nH]c2=O)c2ccccc21	-24	8
Oc1cccc(Nc2nc(-c3ccc(O)c(O)c3)cs2)c1	-98	36
CCC[C@@H]1C[C@@H](C(=O)N[C@H]([C@H]2O[C@H](SC)[C@H](O)[C@@H](O)[C@H]2O)[C@H](C)O)N(C)C1	14	8
C[N+](C)(Cc1c[nH]c2ccccc12)Cc1c[nH]c2ccccc12	-4	10
CC(=O)c1ccc(N(C(=O)c2cnccn2)C(C(=O)NC2CCCCC2)c2cccs2)cc1 (centres undefined)	17	13
CC1CCCN(C(=O)CSc2nc3ccccc3n2CC(=O)N2CCOCC2)C1 (centres undefined)	-9	5

Sorted by SMILES length (low to high): some entries from above.
SMILES	EP2 mod	PGE2 EP2 inh
CNCC(O)c1ccc(O)c(O)c1 (centres undefined)	68*	9
CS(=O)(=O)N1CCSC1c1ccco1 (centres undefined)	22	8
CC(=O)Nc1c(C#N)cnn1-c1ccccc1	-34	10
C[N+](C)(C)CCCSc1nc2ccccc2[nH]1	21	42*
C#CCn1nc(C)n2c(cc3oc(C)cc32)c1=O	-7	5
CC1Cc2cc(CNCc3ccc(OCCO)cc3)ccc2O1 (centres undefined)	-126	8
COc1cccc(CN2CCC(C(=O)NC(C)(C)C)CC2)c1O	-12	16
CC(O)CN(Cc1ccc2c(c1)OCO2)Cc1cncn1Cc1ccccc1 (centres undefined)	-2	6
CC(=O)Nc1ccc(NC(=O)c2ncoc2-c2ccc(F)cc2)cc1C	-41	4
CCOc1ccccc1NC(=O)C1CC(=O)N(c2ccc(C)c(C)c2)C1 (centres undefined)	8	9
Cc1cc(C)c(-n2cccn2)c(CN(CCCN(C)C)Cc2ccccn2)c1	7	4
CCC(=O)N1CCN(c2ccc(NC(=O)c3ccc4ccccc4c3)cc2)CC1	10	20
COc1ccc(NC(=O)c2sc3nc4cc(OC)c(OC)cc4cc3c2N)cc1OC	20	20
Cc1ccc2cc(CN(CCN(C)C)C(=S)NCc3ccco3)c(=O)[nH]c2c1	-45	3
CCc1ccc(C(C(=O)NC2CCCCC2)N(C(=O)c2csnn2)C2CCCC2)cc1 (centres undefined)	41	13
CCOC(=O)Cc1[nH]nc2c1C(c1c[nH]c3ccccc13)C(C#N)=C(N)O2 (centres undefined)	-94	5
COc1ccc(N2CCN(C(=O)CN(c3ccc(OC)cc3OC)S(C)(=O)=O)CC2)cc1	-33	9
CC(=O)c1ccc(N(C(=O)c2cnccn2)C(C(=O)NC2CCCCC2)c2cccs2)cc1 (centres undefined)	17	13
O=C(NCc1ccco1)C(c1ccncc1)N(C(=O)Cn1nnc2ccccc21)c1ccc(F)cc1 (centres undefined)	-25	10
CC(C)[C@H](Cn1nc(-c2cccs2)ccc1=O)NC(=O)Cc1n[nH]c(=O)c2ccccc12	9	5
CC(C)CCCC(C)C1CCC2C3CC(=O)[C@H]4C[C@@H](O)CC[C@]4(C)C3CC[C@]12C (some centres undefined)	11	18

An excerpt; the hit share may differ from the screen's.
